Bcl-B displacement – displacers of TR3 peptide from Bcl-B, primary screen, selectivity assay for Bfl-1 inhibitor project, biochemical, fluorescence polarization; 96,000 tested, 0.11% active; FP displacement of FITC-TR3 peptide from Bcl-B; higher % means a stronger effect; displacement, % at 20 µM, or IC50 in µM where a hit was titrated;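 active means displacement above 50% at 20 µM plus a fluorescence interference ratio under 1.5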;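 further: plate controls were wells without compound for no effect and wells lacking Bcl-B protein for full effect; a part of the inactive calls stands beside numbers as strong as those of hits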
IL1B NFkB pot – enhances IL-1B driven NFkB nuclear translocation; 94,000 tested, 0.3% active; activation, % at 2 µM; HUVEC IL-1B NFkB p65 nuclear translocation imaging; AID 819;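 active means activation above 40%, about the mean plus 3 SD, also judged a hit on visual image review; inconclusive means activation above 40% but not a hit on visual review; inactive means activation not above 40% and no visual hit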;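 further: percent activation is computed from the nuclear over cytoplasmic p65 intensity ratio; values of inactives mirror those of a sister screen read the other way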
PLAP inhibitors HTS – inhibition of human placental alkaline phosphatase – biochemical, luminescence, HTS (AID 690); purified PLAP, luminescent substrate; higher % means a stronger effect; inhibition, % at 20 µM; hits with a dose series show IC50 in µM; 96,000 tested, 0.08% active; in the data active means a potency from the dose series; inactive means the rest, 99 in 100 with inhibition below about 30%; further: strong numbers were not always called active
MRP resist rev – compounds reversing MRP-mediated drug resistance; H69AR cells + 2 uM doxorubicin, CellTiter-Glo, 72 h; differential viability (reversal), % at 10 µM; 85,000 tested, 0.04% active;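 active means viability drop by adding the cancer drug above about 55%, with treated viability meeting a 40% cutoff, limit read from the data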;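 further: viability without doxorubicin minus viability with 2 µM doxorubicin for each compound; larger differential means the compound sensitizes cells more to doxorubicin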
IL1B NFkB inh – blocks IL-1B driven NFkB nuclear translocation in HUVEC cells; 94,000 tested, 0.43% active; inhibition, % at 2 µM; HUVEC IL-1B NFkB p65 nuclear translocation imaging;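 active means inhibition above about 30% together with a positive call from visual inspection of the well image, limit read from the data; inconclusive means inhibition above a set limit but visual check negative; inactive means inhibition not above a set limit, visual check negative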;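 further: nuclear over cytoplasmic p65 intensity ratio measured by imaging; 0% = IL-1B stimulated DMSO wells and 100% = unstimulated DMSO wells; values of inactives mirror those of a sister screen read the other way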
MRP resist rev cytotoxicity – also measured in MRP resist rev; calls as there; viability, %; H69AR cells, CellTiter-Glo, 72 h; measured here: cytotoxicity without doxorubicin
MRP resist rev with doxorubicin – further read-out of MRP resist rev, marked with its call; viability, %; measured here: viability with 2 uM doxorubicin; hits give low values
IL1B NFkB inh cell count 2 µM – second read-out of IL1B NFkB inh, no call of its own (marks repeat the call); cell count; measured here: cells passing quality filter;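 raw number of nuclei counted in each imaged well without normalization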
IL1B NFkB pot cell count 2 µM – second read-out of IL1B NFkB pot, no call of its own (marks repeat the call); cell count; measured here: cells passing quality filter
* marks the source's active call; other numbers are inactive results; ? = inconclusive; · = not tested or not shown. An excerpt. The share of hits here may be higher or lower than overall.

SMILES	Bcl-B displacement	IL1B NFkB pot	IL1B NFkB pot cell count 2 µM	PLAP inhibitors HTS	MRP resist rev	MRP resist rev cytotoxicity	MRP resist rev with doxorubicin	IL1B NFkB inh	IL1B NFkB inh cell count 2 µM
O=C(Cc1cccs1)Nc1ccc(-c2nc3ccccc3[nH]2)cc1	5%	-7	106	10%	·	·	·	7	106
CCS(=O)(=O)N1CCCC(c2nc(-c3cccc(OC)c3)no2)C1 (stereo not given)	-2%	13	141	-13%	16	82	65	-13	141
CC1Cc2ccccc2N1C(=O)CNCCCN(C)C (stereo not given)	-6%	-2	150	2%	·	·	·	2	150
CCOc1cc(C(=O)Nc2ccccc2N2CCN(S(C)(=O)=O)CC2)cc(OCC)c1OCC	-6%	17	154	-38%	19	76	57	-18	154
CCOC(=O)c1cc(C(=O)OCC)cc(-n2cc(O)c(C(=O)OCC)n2)c1	-7%	-13	163	6%	6	70	64	13	163
COc1ccc(OCC#CCNC(C)(C)C)cc1	13%	9	68	-7%	-13	80	93	-9	68
CC(c1ccco1)N(C(=O)Nc1ccccc1)C1CCCCC1 (stereo not given)	1%	-11	203	25%	9	78	69	11	203
O=C(NC1(C(F)(F)F)N=C2SCCN2C1=O)c1ccco1 (stereo not given)	-11%	10	72	-22%	-2	84	86	-10	72
Cn1c(C(=O)NCc2cccnc2)cc2sccc21	-6%	7	176	5%	-5	94	100	-7	176
FC(F)(F)c1cc(-c2ccco2)nc(NCc2cccs2)n1	20%	14	140	-18%	-6	91	98	-14	140
CCN(CCCNC(=O)C1CCN(S(=O)(=O)N2CCOCC2)CC1)c1cccc(C)c1	-1%	2	89	-39%	13	86	73	-2	89
CC1CN(C(=O)CCn2c(=O)oc3ccccc32)CC(C)O1 (stereo not given)	8%	9	89	-4%	-3	91	94	-9	89
CCCCN(CCCNC(=O)C1CCN(S(=O)(=O)N2CCOCC2)CC1)c1ccccc1	4%	-5	107	-20%	4	85	81	5	107
CN(C)CCNC(=O)c1cc2c(s1)-c1ccccc1OC2	15%	8	194	0%	6	63	57	-8	194
C/C=C(\C)CN1CCN(c2ccccc2F)CC1	3%	5	176	5%	-7	80	86	-5	176
CC(CC#CCN1CCOCC1)OCCC#N (stereo not given)	-7%	32	183	3%	4	96	92	-32	183
Cc1cc(C(=O)COC(=O)C2=NNC(=O)CC2)c(C)n1-c1ccccc1	-3%	14	131	-2%	0	83	83	-14	131
COc1ccc(/C=C/C(=O)c2ccc[nH]2)cc1OC	-11%	16	147	16%	-5	54	60	-16	147
O=C(COc1cccc(-n2cnnn2)c1)NCCC1=CCCCC1	-12%	6	102	-59%	-3	81	85	-6	102
CCN(CC)C(=O)N1c2ccccc2CC(N(CC)CC)c2ccccc21 (stereo not given)	-14%	-7	175	-36%	·	·	·	7	175
Cc1cc(Oc2ccccc2)nc(-c2ccccc2O)n1	-2%	-3	122	24%	-16	88	104	3	122
O=C1N/C(=N/Nc2ccccc2)S/C1=C\c1ccccc1	-148%	36	159	-39%	·	·	·	-36	159
CCN(CCCNC(=O)CC(C(=O)N1CCc2ccccc21)n1ccnc1)c1cccc(C)c1 (stereo not given)	2%	-6	129	-59%	-22	75	97	6	129
c1cncc(-c2nc(-c3cccs3)cs2)c1	-11%	21	122	33%	-6	75	81	-21	122
CCCCn1c(=S)[nH]c2cc(S(=O)(=O)N3CCCCC3)ccc21	4%	7	164	-46%	·	·	·	-7	164
COc1ccc(CCNC(=O)Cn2nnc(-c3ccc(N4CCOCC4)cc3)n2)cc1OC	-2%	0	182	12%	1	96	95	0	182
CCOC(=O)c1nnn(-c2nonc2N)c1C	-3%	-11	183	-22%	-3	102	105	12	183
CC(C)OC(=O)n1c(=S)oc2ccccc21	-4%	-3	172	-34%	-12	97	109	3	172
CCOC(=O)Cn1c(S(=O)(=O)Cc2ccc(Cl)cc2)nc(-c2ccccc2)c1-c1ccccc1	8%	2	109	-22%	·	·	·	-2	109
O=C(c1ccc(F)cc1)N1CCC(O)(c2cccnc2)CC1	3%	6	145	3%	4	87	84	-6	145
O=C(CCN1C(=O)C2C3C=CC(C3)C2C1=O)Nc1ccccn1 (stereo not given)	-5%	-1	122	0%	5	101	96	1	122
CCn1c(O)c(/C=C2\C=Nc3ccccc32)sc1=Nc1ccccc1	-5%	·	·	-1%	·	·	·	·	·
Cc1ccc(CNc2ncc(-c3ccc4c(c3)OCO4)n2C)cc1	-8%	2	116	-220%	-6	48	54	-2	116
CCC(c1nnnn1CCc1ccccc1)N(Cc1ccco1)Cc1cc2cccc(C)c2[nH]c1=O (stereo not given)	-7%	4	163	-33%	31	45	14	-4	163
CCc1c(C(=O)OC)nnc2cc(C)nn12	-2%	-10	167	5%	·	·	·	10	167
CC1CCCN(S(=O)(=O)c2ccc(NC(=O)CCN3C(=O)c4ccccc4C3=O)cc2)C1 (stereo not given)	-22%	-4	197	2%	4	95	90	4	197
CN1c2ccccc2C(O)=C(C(=S)Nc2ccc(Cl)cc2)S1(=O)=O	3%	3	126	-26%	·	·	·	-3	126
COC(=O)c1ccc(NC(=O)COc2ccc(C3C(C#N)=C(N)Oc4c3ccc3ccccc43)cc2OC)cc1 (stereo not given)	-4%	16	125	-24%	·	·	·	-16	125
CC1(C)CC(=O)C(C=NC2CCCCC2)=C(O)C1	-4%	21	108	14%	3	97	94	-21	108
Cc1nc(-n2cc(F)c(=O)[nH]c2=O)c2nc(C)oc2n1	-2%	2	60	-4%	2	100	97	-2	60
CCc1nc(SCC(=O)N2c3ccccc3CC2C)c2c(C)c(C)sc2n1 (stereo not given)	-4%	-4	135	-38%	·	·	·	4	135
CN(C)CCNC(=O)Cn1nc(C(F)F)cc1C1CC1	1%	-5	103	14%	5	101	96	5	103
COc1cc(C)ccc1OCCCOc1ccccc1Cl	-7%	-7	142	-1%	·	·	·	7	142
Cc1cccc(NC(=O)/C=C/c2cccs2)n1	8%	13	104	16%	·	·	·	-13	104
O=C(NC1CCCCC1)C12CC3CC(C1)CC(n1cncn1)(C3)C2	-4%	-49	148	-4%	·	·	·	?	·
COC(=O)c1ccc(Cn2cnc3ccccc3c2=O)cc1	4%	·	·	4%	14	106	92	·	·
CCOc1ccccc1N(CC(=O)NC(C)(C)C)C(=O)Cn1nnc(-c2ccc(C)o2)n1	-3%	2	131	-62%	1	101	100	-2	131
Cc1[nH]c(=O)c(C#N)c(C)c1Br	-5%	·	·	12%	6	93	87	·	·
Cc1[nH]c2ccccc2c1C(=O)COC(=O)C1CC(=O)N(Cc2ccccc2)C1 (stereo not given)	1%	4	111	-64%	-4	82	86	-4	111
COCCNC(=O)NC(=O)COC(=O)Cc1ccc2c(c1)OCCO2	-1%	10	136	-8%	0	101	101	-10	136

Ordered by heavy-atom count (ascending): 5 of the compounds above.
SMILES	Bcl-B displacement	IL1B NFkB pot	IL1B NFkB pot cell count 2 µM	PLAP inhibitors HTS	MRP resist rev	MRP resist rev cytotoxicity	MRP resist rev with doxorubicin	IL1B NFkB inh	IL1B NFkB inh cell count 2 µM
O=C(CCN1C(=O)C2C3C=CC(C3)C2C1=O)Nc1ccccn1 (stereo not given)	-5%	-1	122	0%	5	101	96	1	122
O=C(Cc1cccs1)Nc1ccc(-c2nc3ccccc3[nH]2)cc1	5%	-7	106	10%	·	·	·	7	106
CC1CCCN(S(=O)(=O)c2ccc(NC(=O)CCN3C(=O)c4ccccc4C3=O)cc2)C1 (stereo not given)	-22%	-4	197	2%	4	95	90	4	197
COc1ccc(CCNC(=O)Cn2nnc(-c3ccc(N4CCOCC4)cc3)n2)cc1OC	-2%	0	182	12%	1	96	95	0	182
CCOc1cc(C(=O)Nc2ccccc2N2CCN(S(C)(=O)=O)CC2)cc(OCC)c1OCC	-6%	17	154	-38%	19	76	57	-18	154

(cont.)
SMILES	Bcl-B displacement	IL1B NFkB pot	IL1B NFkB pot cell count 2 µM	PLAP inhibitors HTS	MRP resist rev	MRP resist rev cytotoxicity	MRP resist rev with doxorubicin	IL1B NFkB inh	IL1B NFkB inh cell count 2 µM
N#CCCN1CCN(Cn2c3ccccc3c3ccccc32)CC1	1%	2	154	-17%	2	101	98	-2	154
Cc1nc2c(c(N3CCOCC3)n1)OCC(=O)N2	3%	·	·	-2%	·	·	·	·	·
COc1ccc(Cl)cc1NC(=O)CN(C(=O)c1ccco1)C1CCCCC1	-2%	11	191	-46%	0	83	83	-11	191
N#Cc1cc(-c2ccccc2)nnc1Sc1ccccc1	-5%	7	186	6%	9	78	69	-8	186
Cc1ccc(-c2nn(CC(=O)NCc3cc(-c4nn(C)c(=O)c5ccccc45)ccc3C)c(=O)c3ccccc23)cc1	-66%	2	170	-84%	1	2	2	-2	170
COc1ccc(-c2nc3ccc(N4CCCC4)cc3c(=O)[nH]2)cc1OC	29%	6	106	1%	·	·	·	-6	106
CCCN(CCC)CCNC(=O)c1cc2c(C)nc3ccccc3c2o1	6%	-1	180	-16%	-2	92	94	1	180
COc1ccccc1C1C(C(C)=O)=C(C)N=c2s/c(=C\c3cc(OC)c(OC)c(OC)c3)c(=O)n21 (stereo not given)	·	-98	25	·	-6	30	36	98*	25*
CC(C)CNc1oc(-c2ccco2)nc1C#N	·	10	115	·	-5	97	102	-10	115
CCCCNC(=O)CSc1nc2cc3c(cc2c(=O)n1CCCN(CC)CC)OCO3	-3%	·	·	-85%	-9	86	95	·	·

An excerpt from the list above:
SMILES	Bcl-B displacement	IL1B NFkB pot	IL1B NFkB pot cell count 2 µM	PLAP inhibitors HTS	MRP resist rev	MRP resist rev cytotoxicity	MRP resist rev with doxorubicin	IL1B NFkB inh	IL1B NFkB inh cell count 2 µM
O=C(Cc1cccs1)Nc1ccc(-c2nc3ccccc3[nH]2)cc1	5%	-7	106	10%	·	·	·	7	106
CCS(=O)(=O)N1CCCC(c2nc(-c3cccc(OC)c3)no2)C1 (stereo not given)	-2%	13	141	-13%	16	82	65	-13	141
CC1Cc2ccccc2N1C(=O)CNCCCN(C)C (stereo not given)	-6%	-2	150	2%	·	·	·	2	150
CCOc1cc(C(=O)Nc2ccccc2N2CCN(S(C)(=O)=O)CC2)cc(OCC)c1OCC	-6%	17	154	-38%	19	76	57	-18	154
CCOC(=O)c1cc(C(=O)OCC)cc(-n2cc(O)c(C(=O)OCC)n2)c1	-7%	-13	163	6%	6	70	64	13	163
COc1ccc(OCC#CCNC(C)(C)C)cc1	13%	9	68	-7%	-13	80	93	-9	68

Three records drawn at random from those above, as already listed:
SMILES	Bcl-B displacement	IL1B NFkB pot	IL1B NFkB pot cell count 2 µM	PLAP inhibitors HTS	MRP resist rev	MRP resist rev cytotoxicity	MRP resist rev with doxorubicin	IL1B NFkB inh	IL1B NFkB inh cell count 2 µM
COc1ccccc1C1C(C(C)=O)=C(C)N=c2s/c(=C\c3cc(OC)c(OC)c(OC)c3)c(=O)n21 (stereo not given)	·	-98	25	·	-6	30	36	98*	25*
N#CCCN1CCN(Cn2c3ccccc3c3ccccc32)CC1	1%	2	154	-17%	2	101	98	-2	154
COc1ccc(-c2nc3ccc(N4CCCC4)cc3c(=O)[nH]2)cc1OC	29%	6	106	1%	·	·	·	-6	106

Bioassay records deposited in PubChem BioAssay by several laboratories.
